Source: PubChem
Platelet DG rel: modulates dense granule release in human platelets; human platelet-rich plasma, SFLLRN dense granule ATP release, luminescence; inhibition, %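 (compounds screened at 7.5 µM in platelet-rich plasma)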; 300,000 tested, 0.22% active; AID 1663;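 active means mean replicate score, as percent of positive control, at or above 50; inconclusive means mean below 50 but at least one replicate at or above 50; inactive means mean and every replicate below 50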
aSyn UTR inh: 5' untranslated region of α-synuclein, MLPCN primary screen | alpha-synuclein 5'UTR reporter, inhibitor activity | 300,000 tested, 0.82% active | AID 1813 | inhibition, % (tested at 7.5 µM); in the data active means inhibition above about 60%; inconclusive means no clear call, values can overlap the other calls;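 further: H4 neuroglioblastoma cells stably carrying SNCA 5'UTR luciferase fusion; 0% = DMSO wells and 100% = positive control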
HSF1 inh: HSF1 inhibition. NIH3T3-HGL HSE-luciferase, MG132-induced, luminescence 8 h; stronger effect = lower value. activity change, negative = inhibition, % at 7.5 µM (by protocol). 300,000 tested, 0.77% active. AID 2098;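 active means more than half of replicate wells show activity change below -50%, luminescence cut by over half; inconclusive means some wells, but at most half, below -50%; inactive means no replicate well below -50%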;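 further: luciferase reports HSF-1 transcriptional activity via heat shock element; 0% = median of DMSO wells and -100% = zero luminescence signal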
KLF5 inhibitor: kruppel-like factor 5 inhibition. inhibition, % at 5 µM. 290,000 tested, 0.23% active. DLD-1 KLF5 promoter-luciferase reporter, luminescence;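 active means inhibition above a per-plate limit of that plate's mean compound inhibition plus 3 SD, cut at about 60% in these data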;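 further: 0% = DMSO wells and 100% = LY294002 at 200 µM; higher means less KLF5 promoter-driven luciferase light; inactives centre near -14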
GSK3B inh: human GSK3beta kinase inhibition; GST-GSK3beta kinase, ADP-Glo luminescence, 60 min; stronger effect = lower value; activity score (negative = inhibition), % at 10 µM; 300,000 tested, 0.038% active;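 active means more than half of replicate wells score below -50%, meaning over 50% inhibition versus plate controls; inconclusive means some replicates but at most half score below -50%; inactive means no replicate scores below -50%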;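 further: 0% = median DMSO wells and -100% = median GW8510 positive control wells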
Target sequence (P49841 whole entry, looked up): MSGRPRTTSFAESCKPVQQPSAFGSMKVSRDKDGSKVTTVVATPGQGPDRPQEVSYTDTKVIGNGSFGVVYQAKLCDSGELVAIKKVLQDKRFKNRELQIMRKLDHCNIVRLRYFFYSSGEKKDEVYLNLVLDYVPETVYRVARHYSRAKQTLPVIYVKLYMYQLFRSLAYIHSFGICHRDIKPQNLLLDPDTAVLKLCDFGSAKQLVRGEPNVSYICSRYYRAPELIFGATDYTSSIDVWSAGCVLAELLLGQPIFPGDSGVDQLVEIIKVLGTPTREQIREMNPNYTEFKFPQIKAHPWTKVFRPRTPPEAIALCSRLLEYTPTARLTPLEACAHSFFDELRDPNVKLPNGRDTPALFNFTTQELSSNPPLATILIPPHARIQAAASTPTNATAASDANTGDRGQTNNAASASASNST
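Assay system: GST-fused GSK3beta enzyme, cell-free / Medium: Tris pH 7.5 buffer with MgCl2, DTT, BSA, heparin / Also added: peptide substrate plus 25 µM ATP (final) / Compound: 10 µM single point / Timing: kinase reaction with compound 60 min at room temperature / Detection: ADP-Glo luminescence / Benchmarks: DMSO neutral wells and GW8510 at 20 µM as positive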
HSF1 activator: increases HSF-1 driven luciferase reporter signal; NIH3T3-HGL HSF-1 luciferase reporter, MG132, 8 h; 100% = twice DMSO control signal; 300,000 tested, 1.7% active; activation, % at 9 µM;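 active means mean replicate activation of at least 50% with a set share of replicates each reaching 50%; inconclusive means only one of those two conditions met; inactive means mean below 50% and too few replicates reaching it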;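 further: 0% = median of the neutral control wells and 100% = twice that signal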
GSK3 alpha inh: blocks human GSK-3 alpha kinase; inhibition, % at 10 µM; AID 2650; ADP-Glo luminescence, 60 min; 320,000 tested, 0.1% active;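 in the data active means inhibition above about 50%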;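 further: GST-tagged GSK-3 alpha with peptide substrate and 25 µM ATP; 0% = DMSO neutral wells and 100% = GW8510 positive control wells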
Target sequence (P49840 whole entry, looked up): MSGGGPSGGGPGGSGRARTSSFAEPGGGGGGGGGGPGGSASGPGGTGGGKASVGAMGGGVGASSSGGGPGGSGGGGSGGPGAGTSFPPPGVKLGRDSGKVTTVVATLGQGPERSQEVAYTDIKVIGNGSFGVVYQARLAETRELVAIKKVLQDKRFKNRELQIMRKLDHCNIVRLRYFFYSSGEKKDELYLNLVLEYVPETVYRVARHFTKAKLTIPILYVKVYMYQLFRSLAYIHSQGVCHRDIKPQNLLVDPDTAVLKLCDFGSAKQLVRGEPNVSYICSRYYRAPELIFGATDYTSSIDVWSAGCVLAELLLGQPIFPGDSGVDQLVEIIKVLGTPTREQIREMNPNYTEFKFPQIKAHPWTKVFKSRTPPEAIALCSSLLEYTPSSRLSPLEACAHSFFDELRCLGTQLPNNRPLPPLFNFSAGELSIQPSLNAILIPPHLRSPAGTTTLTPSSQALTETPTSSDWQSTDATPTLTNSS
HSP90 inh: HSP90 refolding inhibition in rabbit reticulocyte lysate. luciferase refolding luminescence, 3 h. inhibition, % at 5.6 µM. 290,000 tested, 0.91% active;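 active means inhibition above the screen-wide mean plus 3 SD, computed separately per campaign, cut at about 16% in these data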;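 further: 0% = DMSO wells and 100% = 60 µM geldanamycin wells; inhibitors lower the luminescence because luciferase stays unfolded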
IEC-6 cytotox: counter-screen for KLF5 inhibitors: cytotoxicity in IEC-6 cells; IEC-6 cytotoxicity, luminescence viability; inhibition, % at 5 µM; 290,000 tested, 0.78% active; in the data active means inhibition above about 22%;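 further: 0% = plate median of test compound wells and 100% = cytotoxic reference compound wells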
DYRK1A inh: blocks rat Dyrk1A kinase activity; AID 504441; ADP-Glo luminescence, NFATc1 peptide; Q63470; inhibition, % at 12.5 µM; 310,000 tested, 0.43% active; in the data active means inhibition above about 50%;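 further: plate controls were vehicle with enzyme for no effect and no enzyme for full effect; many of its hits are not listed in these tables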
* marks the source's active call; other numbers are inactive results; ? = inconclusive; . = no result given. These rows are one share of the data. The share of hits here may be higher or lower than overall.

Compound | Platelet DG rel | aSyn UTR inh | HSF1 inh | KLF5 inhibitor | GSK3B inh | HSF1 activator | GSK3 alpha inh | HSP90 inh | IEC-6 cytotox | DYRK1A inh
Cc1ccc(N(C(=O)c2ccco2)C(C(=O)NC2CCCC2)c2cccnc2)cc1C (stereo not drawn) | -2 | -19 | 12 | -24 | -4 | 34 | -3 | -1 | 1 | -2
CC(NC(=O)COc1ccc(N(C)S(=O)(=O)c2ccccc2)cc1)c1ccccc1 (stereo not drawn) | 13 | -7 | -1 | 5 | 2 | -6 | -1 | 2 | 8 | 4
COc1cccc(OCC(O)CN2CC(C)CC(C)C2)c1 (stereo not drawn) | 11 | -7 | 7 | -12 | -6 | 31 | -2 | 0 | 5 | -1
N=C1C(c2nc(-c3ccc(F)cc3)cs2)=C(O)CN1Cc1ccc(Cl)cc1 | -14 | 29 | -10 | -12 | 1 | -7 | 0 | 3 | 2 | 5
CCCn1cc(S(=O)(=O)c2ccccc2)c(=O)c2cc(OCC)ccc21 | -4 | 15 | 1 | -32 | 2 | 16 | -2 | -2 | -4 | -2
Cc1cc(NC(=O)C(C)SCC(=O)OC(C)C(=O)Nc2ccc(F)cc2Cl)no1 (stereo not drawn) | -7 | -6 | 0 | . | 3 | -6 | -1 | . | . | 0
Cc1nc(Cl)sc1C(=O)Nc1cccc(Cl)c1 | -1 | -30 | 9 | -28 | -1 | ? | 8 | -3 | 4 | 1
CON=C1CCN(c2ncc(C(F)(F)F)cc2Cl)CC1 | -6 | -2 | 6 | -5 | 0 | 0 | -1 | -3 | -10 | -2
Cc1c(C(=O)N2CCC(n3nccc3NC(=O)C3CC3)CC2)[nH]c2ccc(Cl)cc12 | 11 | 30 | -1 | -38 | . | -7 | 1 | 0 | 4 | 4
CCOC(=O)c1cc2c(C(F)(F)F)cc(-c3cccnc3)nc2o1 | 3 | 8 | 4 | -33 | 2 | 0 | -2 | -3 | 2 | 2
COC(=O)c1ccc(C(=O)OC)c(NC(=O)CS(=O)(=O)Cc2ccccc2)c1 | -6 | 13 | -7 | 0 | -6 | -1 | -3 | -1 | -2 | 12
Cc1c(Cl)cccc1NC(=O)C1CCCCC1 | -4 | 11 | 1 | -18 | 4 | -3 | -2 | -4 | -8 | .
COc1ccc(OC)c(NC(=O)C2CCCN(S(=O)(=O)c3cccc4nsnc34)C2)c1 (stereo not drawn) | -3 | -2 | 1 | -11 | -1 | -23 | 2 | 3 | 10 | 5
CSc1ccc(C(=O)C2CCCN(S(=O)(=O)N(C)C)C2)cc1 (stereo not drawn) | -1 | 5 | 11 | -4 | 3 | 45 | -2 | 7 | 3 | 3
Cn1nc(-c2ccccc2F)c2cc(C(=O)N3CCN(C(=O)c4ccco4)CC3)sc21 | 2 | -14 | -1 | -13 | 4 | 5 | 0 | -2 | 0 | 1
O=C(N/N=C/c1c(O)n(-c2ccc(Cl)cn2)c(=O)c2ccccc12)c1ccncc1 | 6 | 6 | -7 | -77 | 0 | 10 | 1 | 3 | -6 | -6
N=c1c2c(ncn1CCN1CCOCC1)Oc1ccc3ccccc3c1C2c1ccccc1 (stereo not drawn) | -2 | -2 | 13 | -15 | -8 | 25 | 2 | 2 | 1 | 13
Cc1noc(C)c1S(=O)(=O)N1CCN(c2ccccc2)CC1 | -3 | -28 | -1 | -49 | 2 | 5 | 5 | 1 | -2 | 1
COC(=O)c1cccnc1NC(=S)NNC(=O)c1ccncc1 | -3 | -6 | 0 | -33 | 1 | -2 | 0 | 5 | -2 | -2
CCOC(=O)C(CC(=O)O)N1CCCCC1 (stereo not drawn) | -6 | -5 | 6 | 0 | -1 | 19 | 1 | -1 | -2 | 4
O=S(=O)(c1cc(Cl)ccc1Cl)n1cccn1 | 0 | 12 | -3 | 5 | -1 | -15 | -4 | 2 | -5 | -5
CCN(CC)CCNC(=O)c1ccc(NC(=O)C2CCN(S(=O)(=O)c3ccc4c(c3)OCCO4)CC2)cc1 | 12 | -1 | -1 | . | -1 | -4 | 2 | . | . | 7
COc1cc(C(=O)Nc2c(C(=O)O)[nH]c3ccccc23)cc(OC)c1OC | -10 | -10 | 1 | -9 | 1 | 8 | -2 | 2 | -2 | -3
Cc1cccc(C(=O)N2CCC(Cc3ccccc3)CC2)c1[N+](=O)[O-] | -41 | 18 | -28 | -26 | 0 | -37 | 0 | 2 | 6 | -3
Brc1ccc(-c2nnc(-c3ccco3)o2)cc1 | -51 | -146 | 43 | -112 | 6 | 63* | 0 | -3 | 0 | -3
CCOC(=O)c1ccc(NC(=O)c2c(N)n(C)c(=O)[nH]c2=O)cc1 | 2 | -15 | 8 | . | 2 | 2 | -1 | . | . | 0
N#CC1=C(SCc2ccccc2)NC(=O)C(C#N)C12CCCC2 (stereo not drawn) | 4 | -8 | -3 | -9 | 4 | 1 | -4 | -3 | -4 | -2
O=S(=O)(Nc1ccc(-c2nc3ccccc3o2)cc1)c1ccccc1 | 3 | -53 | 16 | -35 | -1 | 12 | -3 | -3 | 4 | -4
O=C(CNS(=O)(=O)c1ccccc1Br)OCC(=O)N1CCc2ccccc21 | 7 | 2 | -2 | 0 | 3 | -2 | 1 | -4 | 5 | 3
COc1ccccc1CN1CC(C(=O)N2CCN(c3ccc(F)cc3)CC2)CC1=O (stereo not drawn) | -1 | 19 | . | -7 | -1 | . | -5 | 8 | 2 | -3
CN(C)c1nc(NCc2ccccc2)nc(SCC(=O)Nc2ccccc2Cl)n1 | -30 | 36 | -5 | -1 | 1 | 6 | -2 | -1 | 4 | -1
COCCOC(=O)C1=C(C)NC(=O)NC1c1ccc(Cl)cc1 (stereo not drawn) | 0 | -28 | -2 | -7 | -8 | 8 | -1 | 0 | -5 | .
CCOC(=O)Cn1c(=O)cc(C)c2cccc(C)c21 | -4 | -6 | 7 | -12 | -4 | 16 | -1 | 2 | -1 | 2
Cc1ccc2[nH]c3c(=O)n(N)c(=O)[nH]c3c2c1 | 4 | -8 | -5 | -1 | -1 | 5 | -7 | 3 | -6 | .
CC1CN=C(N(C(=O)Nc2ccccc2)C(C)C)S1 (stereo not drawn) | -1 | 8 | -4 | -25 | -5 | -9 | 0 | 2 | 8 | 1
Cc1cc(NC(=O)c2cccs2)cc(-c2nc3ncccc3o2)c1O | -4 | -33 | 2 | -47 | 3 | 8 | 1 | -1 | -3 | -5
Cc1ccccc1C(=O)Nc1scc(-c2ccc(Br)cc2)c1C(=O)O | -26 | 6 | -2 | . | 0 | 3 | -1 | . | . | -18
Cc1ccc(O)c(CP(=O)(c2ccccc2)c2ccccc2)c1 | -2 | -24 | -2 | -22 | -4 | 9 | -2 | 0 | 6 | 8
CCOc1ccc(-n2c(SC(C)C)nc3c(c2=O)SCC3)cc1 | 4 | 43 | 3 | -10 | 1 | -8 | -1 | -2 | 2 | 3
CCNC(=O)NC(=O)COC(=O)CNC(=O)COc1ccccc1 | 18 | -26 | 0 | -7 | 4 | 11 | . | 3 | 5 | 8
CCN1CCN(C(=O)c2ccc(CS(=O)(=O)Cc3ccccc3F)o2)CC1 | 3 | 14 | -7 | -2 | 4 | -3 | -3 | 4 | -1 | 2
COc1ccc(OS(=O)(=O)c2ccc(N3C(=O)CCC3=O)cc2)cc1 | 10 | 15 | -2 | -8 | -4 | 9 | -3 | 2 | -3 | -4
Cc1ccc(Nc2nc(CSc3nnc(-c4ccccc4C)n3C)cs2)cc1 | 17 | -93 | -7 | 8 | 5 | -9 | 2 | -4 | 1 | -6
COC(=O)C1(C)NCCc2c1[nH]c1ccccc21 (stereo not drawn) | 2 | 29 | 20 | . | 0 | 44 | -2 | . | . | 2
Cc1cccc(-c2cccc(NC(=O)C3CCCN(Cc4cccnc4)C3)c2)c1 (stereo not drawn) | -4 | 43 | 2 | -11 | 3 | 17 | -2 | -5 | -1 | -1
O=C(C1CCN(C2CC(=O)N(c3cccc(Cl)c3)C2=O)CC1)N1CCCCCC1 (stereo not drawn) | 8 | 14 | 8 | -36 | -6 | 27 | -3 | -2 | 2 | 4
CCCCCCCC1CC(CSc2ncn[nH]2)OC1=O (stereo not drawn) | 6 | 19 | 4 | -21 | -3 | 9 | 0 | -3 | 5 | -2
CC(C)N(C(=O)CS(=O)(=O)c1ccc(Cl)c(Cl)c1)C(C)C | 7 | 1 | 3 | -35 | 3 | -13 | -2 | -5 | -3 | -1
C=CCNC(=O)c1cccc(NS(=O)(=O)c2ccc(Cl)cc2)c1 | 9 | -13 | -5 | -10 | 11 | 7 | -1 | 1 | -5 | -6
O=c1c2cc3c(cc2[nH]c(=S)n1C1CCN(Cc2ccccc2)CC1)OCO3 | -3 | 28 | 0 | -25 | -2 | 5 | -3 | -1 | -5 | .

Continued.
Compound | Platelet DG rel | aSyn UTR inh | HSF1 inh | KLF5 inhibitor | GSK3B inh | HSF1 activator | GSK3 alpha inh | HSP90 inh | IEC-6 cytotox | DYRK1A inh
COc1ccc(/C=C/c2nc3sc4c(c3c(=O)o2)CCC4)cc1 | 15 | -1 | 1 | -3 | 4 | 11 | . | 5 | 4 | -6
COC(=O)c1ccc(CN2CCc3ccc(NC(=O)c4ccncc4)cc3C2)cc1 | 16 | -30 | 0 | -11 | 2 | 17 | 2 | 2 | -1 | -4
Cc1cccc(NC(=S)/N=C(\N)Nc2nc(C)c3ccccc3n2)c1 | -4 | -24 | 3 | -26 | 2 | 12 | -1 | -3 | -7 | -10
CCc1nc(C)cn1S(=O)(=O)c1cc(OC)c(C)cc1C | 5 | 0 | 1 | 33 | 3 | -8 | -2 | -1 | -5 | 12
COC(=O)c1c(C)[nH]c(C)c1-c1ccccc1 | 0 | 13 | 1 | -26 | -2 | 9 | . | 2 | 9 | 8
O=C(CC1SC(=O)N(Cc2ccccc2)C1=O)Nc1nccs1 (stereo not drawn) | -5 | 5 | -2 | -8 | -1 | 11 | 1 | -1 | 5 | .

Profiles, quoted from the list. Order of values: Platelet DG rel, aSyn UTR inh, HSF1 inh, KLF5 inhibitor, GSK3B inh, HSF1 activator, GSK3 alpha inh, HSP90 inh, IEC-6 cytotox, DYRK1A inh
Listed for `COC(=O)c1c(C)[nH]c(C)c1-c1ccccc1` : 0, 13, 1, -26, -2, 9, ., 2, 9, 8
Listed for `O=C(CC1SC(=O)N(Cc2ccccc2)C1=O)Nc1nccs1` (stereo not drawn) : -5, 5, -2, -8, -1, 11, 1, -1, 5, .

Limited to IEC-6 cytotox and GSK3B inh, for some of the entries so far:
Compound | IEC-6 cytotox | GSK3B inh
O=C(CC1SC(=O)N(Cc2ccccc2)C1=O)Nc1nccs1 (stereo not drawn) | 5 | -1
COC(=O)c1c(C)[nH]c(C)c1-c1ccccc1 | 9 | -2
COc1ccc(/C=C/c2nc3sc4c(c3c(=O)o2)CCC4)cc1 | 4 | 4

Ordered by value in HSF1 activator (low to high): 3 from the list above
Molecule,HSF1 activator
COC(=O)c1c(C)[nH]c(C)c1-c1ccccc1,9
O=C(CC1SC(=O)N(Cc2ccccc2)C1=O)Nc1nccs1 (stereo not drawn),11
COC(=O)c1ccc(CN2CCc3ccc(NC(=O)c4ccncc4)cc3C2)cc1,17
